# Chronic BCR inh: blocks chronic active B-cell receptor signaling. ABC-DLBCL IkBa-CBG/CBR reporter, luminescence ratio, 4 h. Potency, µM (doses to about 46.1 µM), for inactives: top-dose ratio change, negative = lower green/red ratio, most hits filed as inhibitors. actives 0.05% (n = 340,000); active = well fitted inhibition curve with a large enough effect in the signal ratio, with a control signal flat, not every such curve was filed as active; inconclusive = small, poorly fitted or top-dose-only effect, or effect the other way, or a change in a side signal; the % refers to the signal ratio;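 note: potency is the fitted concentration of half-maximal effect; plate controls were basal doxycycline-induced cells for no effect and cells given 10 µM MG132 for full effect; MG132 reads +100%, hits lower the ratio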
#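 Concentration-response series (up to 46 uM) were applied to TMD8 dual-reporter cells for 4 h at 37C with doxycycline. Green/red ratio, after filter-overlap correction, defined %Activity; red signal alone was normalised to basal cells and zero luminescence.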
# Mito fusion act: mitochondrial division inhibition or fusion activation. S. cerevisiae fusion-defective mutant growth rescue, CellTiterGlo 48 h. Potency, µM (doses to about 46.1 µM), for inactives: at the highest dose growth rescue (activation), most hits filed as activators. actives 0.23% (n = 320,000);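 note: potency is the fitted concentration of half-maximal effect; % of control where 0% means no effect; nearly all actives have a fitted effect of over 45% in size; temperature-sensitive fusion mutants such as fzo1-1 at 37 °C on non-fermentable ethanol glycerol medium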
#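 S. cerevisiae fusion-defective temperature-sensitive mutants (e.g. fzo1-1, mgm1-5) grown 48 h at 37C in YPEG (ethanol/glycerol non-fermentable) medium with 23 nl compound per well; growth rescue read as CellTiterGlo luminescence.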
# S-ASM inh: blocks human secretory acid sphingomyelinase | placental ASM, HMU-PC fluorogenic substrate, 60 min | Potency, µM (series often up to 57.5 µM), for inactives: top-dose activity change, negative = inhibition, usual class: inhibitors | actives 0.006% (n = 340,000); note: potency is the fitted concentration of half-maximal effect
#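 HMU-PC0 cleavage (9 uM final) by human placental ASM, 60 min at 37 °C following 10 min compound exposure at RT; stopped at pH 10, fluorescence Ex 386/Em 447 nm.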
# hERG WT inh: blocks the wildtype human KCNH2 potassium channel | Q12809 | U2OS, BacMam KCNH2, thallium flux FluxOr; hits give low values | activity change, % at 1.84 µM | actives 0.37% (n = 340,000) | AID 720551;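 active = maximum activity change below -70%; inconclusive = maximum activity change between -70% and -50%; inactive = maximum activity change above -50%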; note: % is set by controls: 0 for no effect and ±100 for the full control effect
#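 U2OS cells transduced with wild-type KCNH2 virus are loaded with FluxOr dye for 45 min, and thallium flux is measured in kinetic reads before and after stimulation buffer. Rate constants are normalized to DMSO controls.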
# PKM2 activator: increases activity of human pyruvate kinase M2 | P14618 | purified PKM2, Kinase-Glo ATP luminescence, activation; response scale: 0% is enzyme alone, no compound | Potency, µM (doses to about 57.5 µM), for the others: at the highest dose activation, usual class: activators | actives 0.34% (n = 260,000); note: potency is the fitted concentration of half-maximal effect; % is set by controls: 0 for no effect and ±100 for the full control effect; nearly all actives have a fitted effect of over 55% in size
#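 Purified hPK-M2 (>95% pure) converted ADP (0.1 mM final) to ATP with 0.5 mM PEP in 50 mM imidazole pH7.2, KCl, MgCl2, Tween 20, BSA; 1 h at room temperature. ATP detected by Kinase-Glo luminescence.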
# MBNL1-CUG inh: inhibitors of human MBNL1 binding to CUG repeat RNA; AID 2675; actives 0.036% (n = 280,000); Potency, µM (highest dose often 57.5 µM), for inactives: at the highest dose activity change, negative = inhibition, hits mostly inhibitors; TR-FRET MBNL1-His/biotin-(CUG)12 binding, 665/545 ratio; Q9NR56; active = well fitted inhibition curve with a large enough effect in the signal ratio, with a control signal flat, not every such curve was filed as active; inconclusive = small, poorly fitted or top-dose-only effect, or effect the other way, or a change in a side signal; inactive = no such curve, though single readings can be large or run the other way; the % refers to the signal ratio; note: potency is the fitted concentration of half-maximal effect; % is set by controls: 0 for no effect and ±100 for the full control effect
# Target sequence (Q9NR56 whole entry, looked up): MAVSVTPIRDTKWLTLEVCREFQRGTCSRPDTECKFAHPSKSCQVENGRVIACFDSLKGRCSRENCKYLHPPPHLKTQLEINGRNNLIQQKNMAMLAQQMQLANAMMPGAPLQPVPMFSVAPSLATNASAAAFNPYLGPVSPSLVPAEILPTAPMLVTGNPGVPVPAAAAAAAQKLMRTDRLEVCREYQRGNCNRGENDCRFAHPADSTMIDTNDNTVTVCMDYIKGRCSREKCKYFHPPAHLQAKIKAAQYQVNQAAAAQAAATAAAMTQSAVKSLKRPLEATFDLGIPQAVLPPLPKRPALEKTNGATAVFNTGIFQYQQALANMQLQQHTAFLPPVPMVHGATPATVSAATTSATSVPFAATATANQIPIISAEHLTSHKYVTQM
#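 Ratiometric TR-FRET (665 over 545 nm, excitation 340 nm) tracks disruption of MBNL1-His/biotin-(CUG)12 complex after 60 min at room temperature, with compounds at 92 nM to 58 uM final.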
# Menin-MLL TR inh: menin-MLL binding inhibition, Texas Red mutant peptide. O00255. Menin + Texas Red MLL mutant peptide, fluorescence polarization. Potency, µM (highest dose often 61.6 µM), for the others: top-dose FP activity change, negative = inhibition, usual class: inhibitors. actives 0.23% (n = 270,000); active = well fitted inhibition curve with a large enough effect in the polarisation, with a control signal flat, not every such curve was filed as active; inconclusive = small, poorly fitted or top-dose-only effect, or effect the other way, or a change in a side signal; inactive = no such curve, though single readings can be large or run the other way; the % refers to the polarisation; note: potency is the fitted concentration of half-maximal effect; % of control where 0% means no effect; many of its hits are not listed in these tables
# GALK inhibitor: inhibitors of human galactokinase; Purified GALK, Kinase-Glo residual ATP luminescence; Potency, µM (titrated, usually from 57.5 µM), inactives show top-dose activity change, negative = inhibition, actives largely listed as inhibitors; actives 0.007% (n = 270,000); AID 1868; note: potency is the fitted concentration of half-maximal effect; % is set by controls: 0 for no effect and ±100 for the full control effect
#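 Quantitative HTS: GALK 5 nM, ATP 35 uM, galactose 100 uM, 1 h room temperature, then luciferase-based ATP detection.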
# TSHR antagonist: human thyrotropin receptor antagonism; activity change, negative = inhibition, % at 11.5 µM; actives 0.2% (n = 330,000); TSHR-expressing cells, TSH-stimulated cAMP HTRF, 2 h; hits give low values; AID 504810;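 active = activity change below a set negative limit, meaning inhibition stronger than a set level, cut at about -70% in these data; inconclusive = activity change between two set negative limits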; note: % is set by controls: 0 for no effect and ±100 for the full control effect
#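 Competitive HTRF cAMP read-out (cryptate anti-cAMP antibody, cAMP-d2; 30 min, room temperature) in freshly harvested TSHR cells. Compounds added before TSH at EC80 (4nM final), followed by 2 hours' incubation at 37 deg C.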
# Eya2 phos inh: Eya2 (human) phosphatase inhibition. Potency, µM (series often up to 76.9 µM), without a hit: at the highest dose activity, negative = inhibition, most hits filed as inhibitors. recombinant Eya2, OMFP fluorescence dephosphorylation (OMFP is methylfluorescein phosphate). actives 0.006% (n = 330,000); note: potency is the fitted concentration of half-maximal effect; % is set by controls: 0 for no effect and ±100 for the full control effect
#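 Eya2 (0.2 uM) preincubated 10 min at ambient with compound, then OMFP substrate added at 50 uM; 10 min reaction in 50 mM HEPES pH 7.5, 50 mM NaCl, 5 uM MgCl2, 0.05% BSA, 1 mM DTT. Fluorescence read at Ex 485/Em 525 nm.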
# USP2a inh: USP2a (human) protease inhibition; actives 0.01% (n = 330,000); Potency, µM (titrated, usually from 38.3 µM), without a hit: at the top dose activity change, negative = inhibition, hits mostly inhibitors; USP2 core, Ub-CHOP2 coupled fluorogenic reporter, 485/531;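 note: potency is the fitted concentration of half-maximal effect; plate controls were DMSO wells for no effect and full inhibition by NEM control for full effect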
# Target sequence (O75604 whole entry, looked up): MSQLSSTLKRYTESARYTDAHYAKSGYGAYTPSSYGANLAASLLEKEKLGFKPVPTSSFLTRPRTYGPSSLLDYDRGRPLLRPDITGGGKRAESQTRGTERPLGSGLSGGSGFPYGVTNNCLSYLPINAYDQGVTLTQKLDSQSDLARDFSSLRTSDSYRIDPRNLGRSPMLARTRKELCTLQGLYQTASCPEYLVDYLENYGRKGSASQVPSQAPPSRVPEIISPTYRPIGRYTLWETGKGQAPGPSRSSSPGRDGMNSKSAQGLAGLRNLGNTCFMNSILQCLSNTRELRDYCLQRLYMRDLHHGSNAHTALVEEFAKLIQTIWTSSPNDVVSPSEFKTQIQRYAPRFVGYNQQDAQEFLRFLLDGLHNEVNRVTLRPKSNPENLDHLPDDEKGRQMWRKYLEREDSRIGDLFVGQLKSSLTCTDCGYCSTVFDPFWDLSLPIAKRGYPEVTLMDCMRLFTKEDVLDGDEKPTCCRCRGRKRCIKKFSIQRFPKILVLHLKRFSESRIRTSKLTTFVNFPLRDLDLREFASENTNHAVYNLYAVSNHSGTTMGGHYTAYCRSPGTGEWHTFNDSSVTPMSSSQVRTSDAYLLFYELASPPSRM
#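 Cell-free coupled assay: 10nM USP2 core preincubated 30min RT with compound in Tris-HCl pH 8.0/CaCl2/CHAPS buffer, then 25nM Ub-CHOP2 and 25nM reporter substrate; fluorescence (Ex 485/Em 531) read after 60min RT, normalized to NEM inhibition, concentration-response curves fitted.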
# Starred values were filed as active, the others as inactive; i = inactive; u = inconclusive; x = no result given; [ ] = dose if it differs, or a comment. Unless noted, calls come from the whole dose curve; as a rule, active = well fitted curve in the direction sought with a large enough effect; inconclusive = small, poorly fitted or top-dose-only effect, or another doubt; inactive = no such curve, though single readings can be large; an effect the other way counts as inactive or inconclusive. An excerpt; count on the stated rates, not on these rows.
mol,Chronic BCR inh,Mito fusion act,S-ASM inh,hERG WT inh,PKM2 activator,MBNL1-CUG inh,Menin-MLL TR inh,GALK inhibitor,TSHR antagonist,Eya2 phos inh,USP2a inh
CC(C)(C)C(=O)NC(=S)Nc1ccc(Cl)c(C(=O)O)c1,7%,9%,-1%,0,10%,-4%,-14%,1%,0,11%,-1%
Cc1c(C(=O)Nc2ccccc2N2CCN(C)CC2)oc2ccc(F)cc12,-6%,19%,2%,14,x,x,x,x,-7,-11%,1%
COc1cccc(CNC(=O)CCC2CCCN(C(=O)c3csc(C(C)C)n3)C2)c1 (stereo unspecified),-8%,5%,5%,-7,1%,1%,-9%,5%,10,-9%,7%
CCNC(=O)NNC(=O)C1CC(c2cccs2)=NO1 (stereo unspecified),u,2%,3%,-1,1%,9%,-3%,1%,-2,0%,0%
COc1ccc(Cl)cc1NC(=O)CN1CCN(Cc2ccccc2)CC1,-3%,1%,-2%,29,-2%,-2%,-28%,2%,-1,8%,-2%
COc1cc(C(=O)Nn2c(O)c(C3=c4ccccc4=NC3=O)sc2=S)ccc1O,1%,2%,u,14,0%,0%,x,x,-4,-1%,0%
O=C(Nc1ccc(S(=O)(=O)NCc2cccnc2)cc1)c1ccccc1Cl,-1%,-2%,3%,-4,5%,x,-2%,0%,2,-3%,1%
CCn1ccc(C(=O)N2CCOCC2)n1,u,-9%,2%,-5,-5%,2%,6%,-2%,3,2%,2%
O=C(Nc1ccc(-n2cnnn2)cc1)C(c1ccccc1)c1ccccc1,1%,2%,-1%,0,2%,0%,u,-1%,2,-10%,0%
Cc1cc(C)cc(NC(=O)CSc2nc3[nH]c(=O)cc(O)c3s2)c1,-7%,3%,0%[11.5 µM],14,6%,-4%,u,8%,7,-1%,-1%
CC1CN(S(=O)(=O)N(C)C)CCN1S(=O)(=O)N(C)C (stereo unspecified),2%,0%,-1%,-18,-2%,-1%,-5%,0%,0,-11%,1%
CN(CC(=O)Nc1ccc(F)c(F)c1F)C(=O)CCCSc1nc2ccccc2[nH]1,-1%,-2%,-3%,-3,x,x,x,x,0,-32%,-3%
COC(=O)c1c(NC(=O)C2CC=CCC2C(=O)O)sc(C)c1C (stereo unspecified),u,0%,0%,14,1%,7%,-10%,1%,36,7%,-4%
O=C(N=C1SC2CS(=O)(=O)CC2N1c1ccc(F)cc1F)C1CC1 (stereo unspecified),3%,0%,1%,7,x,-5%,x,-3%,16,-2%,2%
COc1ccc(-c2nc(SC(C)C(=O)NCC3CCCO3)n[nH]2)cc1 (stereo unspecified),-2%,-7%,4%,3,x,x,x,x,-4,13%,1%

mol,Chronic BCR inh,Mito fusion act,S-ASM inh,hERG WT inh,PKM2 activator,MBNL1-CUG inh,Menin-MLL TR inh,GALK inhibitor,TSHR antagonist,Eya2 phos inh,USP2a inh
O=C(NC(=S)Nc1ccccc1Br)c1ccco1,u,-16%,6%,u,3%,-3%,24%,-2%,22,0%,3%
Cc1ccc(Nc2nc(C(=O)N3CCC(C(=O)NCCN4CCOCC4)CC3)cs2)cc1,3%,1%,1%,6,-1%,-9%,-17%,0%,12,8%,1%
O=C(OCC(=O)N1CCN(c2ccccc2)CC1)c1ccccc1NCCO,u,3%,i,-1,x,x,x,x,0,10%,1%
O=C(CSc1nc2nn(-c3ccccc3)c(=O)c-2c2n1CCCCC2)NCCc1ccccc1,5%,-2%,-2%,-11,7%,u,-10%,-2%,-8,5%,-1%
Cc1c(C(=O)NCC2CCCO2)oc2ccc3c(c12)C(=O)CC(C)(C)O3 (stereo unspecified),-2%,5%,26%,-16,-1%,18%,7%,3%,-6,2%,1%
CCOc1ccc(S(=O)(=O)N2CCCCC2)cc1NC(=O)C1CSC2(C)CCC(=O)N12 (stereo unspecified),u,-3%,1%,-1,x,x,x,x,-3,-10%,3%
O=C1c2cccc3cccc(c23)C(=O)N1c1ccc2ncccc2c1,7%,-2%,-5%,5,16%,u,-26%,0%,3,-11%,-1%
O=C(CSc1nnc(-c2cccnc2)o1)Nc1ccc(Cl)cc1,10%,5%,-3%,i,5%,-5%,-1%,16%,-2,0%,2%
O=C(NCCNC(=O)c1ccccn1)c1ccccc1,0%,-43%[inhibitor],3%,-1,x,-4%,24%,6%,35,1%,-2%
CC(=O)Nc1ccc(SC[C@H](C)CN2CC[C@H](O)CCC2=O)cc1,4%,-10%,3%,-15,x,x,x,x,-4,0%,1%
C=CCO/N=C(/C)c1ccc(Oc2cnccn2)cc1,u,2%,2%,-6,-1%,-1%,0%,-2%,-3,7%,-1%
COC(=O)Cc1c(C)nc2nc(-c3cccnc3)[nH]n2c1=O,u,-5%,2%,4,-23%,-9%,u,1%,36,25%,-1%
O=C(CNC(=O)c1ccccc1)OCCOc1cccc(Cl)c1,u,3%,2%,-24,x,x,x,x,15,4%,-1%
CC(=O)c1cccc(OCC(O)CN2CCN(C(=O)c3ccco3)CC2)c1 (stereo unspecified),4%,-6%,-3%,-11,-9%,1%,-8%,-1%,-4,2%,1%
O=C(Cn1cccc1)Nc1ccc(F)cc1F,u,0%,5%,-11,-3%,-10%,4%,-1%,13,-5%,-1%

mol,Chronic BCR inh,Mito fusion act,S-ASM inh,hERG WT inh,PKM2 activator,MBNL1-CUG inh,Menin-MLL TR inh,GALK inhibitor,TSHR antagonist,Eya2 phos inh,USP2a inh
Cc1ccccc1NC(=O)CSc1ccc(-c2ccc(-n3cccn3)cc2)nn1,12%,-4%,0%,9,x,x,x,x,-1,6%,1%
CCOC(=O)c1c(NC(=O)/C=C/C(=O)O)sc(C)c1-c1ccc(C)c(C)c1,u,2%,20%,x,3%,-5%,18%,-1%,u,18%,3%
Cc1c(C(=O)Nc2ccc(F)c(F)c2)oc2ccc(S(=O)(=O)N3CCCCC3)cc12,u,-1%,-24%,7,4%,0%,x,0%,9,-16%,-4%
O=C(CSc1ccc(Cl)cc1)N1CCOCC1,2%,2%,7%,0,-1%,-6%,-1%,0%,0,2%,2%
Cc1ccc(/C=N/N2CCN(c3ccccn3)CC2)cc1,u,6%,2%,-14,-1%,-4%,-16%,13%,-9,-2%,1%
CCN1CCN(Cc2ccc3c(c2)Cc2ccccc2-3)CC1,-1%,-8%,x,x,-10%,0%,-8%,5%,x,4%,0%
O=C(CCNS(=O)(=O)c1ccc(Br)cc1)NCc1cccs1,-18%,0%,-1%,-6,-1%,-11%,u,0%,12,-14%,-9%
O=C(CCNC(=O)c1ccccc1Cl)N/N=C\c1ccc(O)cc1,0%,-8%,7%,22,0%,6%,x,1%,-4,19%,0%
CCCNC(=O)C(Cc1ccccc1)NS(=O)(=O)c1cccc2nsnc12 (stereo unspecified),4%,2%,5%,-12,-9%,u,30%,-3%,8,6%,-1%

# A run of entries of the results above, for reference:
mol,Chronic BCR inh,Mito fusion act,S-ASM inh,hERG WT inh,PKM2 activator,MBNL1-CUG inh,Menin-MLL TR inh,GALK inhibitor,TSHR antagonist,Eya2 phos inh,USP2a inh
Cc1ccc(/C=N/N2CCN(c3ccccn3)CC2)cc1,u,6%,2%,-14,-1%,-4%,-16%,13%,-9,-2%,1%
CCN1CCN(Cc2ccc3c(c2)Cc2ccccc2-3)CC1,-1%,-8%,x,x,-10%,0%,-8%,5%,x,4%,0%
O=C(CCNS(=O)(=O)c1ccc(Br)cc1)NCc1cccs1,-18%,0%,-1%,-6,-1%,-11%,u,0%,12,-14%,-9%
O=C(CCNC(=O)c1ccccc1Cl)N/N=C\c1ccc(O)cc1,0%,-8%,7%,22,0%,6%,x,1%,-4,19%,0%
CCCNC(=O)C(Cc1ccccc1)NS(=O)(=O)c1cccc2nsnc12 (stereo unspecified),4%,2%,5%,-12,-9%,u,30%,-3%,8,6%,-1%
